Source: PubChem
C8 TRAIL sens: sensitizes caspase-8 expressing cells to TRAIL. NB7+C8 cells + TRAIL, ATPlite viability luminescence. inhibition (viability loss, TRAIL sensitization), % at 10 µM. actives 1% (n = 360,000). AID 624354;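 active = compounds causing at least 50% loss of cell viability in the single-dose screen, relative to plate controls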
TROY signal inh: TROY signaling inhibition; Q293 LMP1-TROYcd NF-kB luciferase reporter, 4 h; inhibition, % at 10 µM; actives 0.98% (n = 360,000); AID 1347056;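 active = compounds whose plate-normalised and pattern-corrected inhibition of the luciferase reporter signal at the single screening dose is 50% or more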
NCOA2 inhibitor: inhibits human steroid receptor coactivator 2 | Q15596 | HEK293 GAL4-SRC2 luciferase reporter, luminescence | inhibition, % at 9 µM | actives 0.17% (n = 370,000);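 active = inhibition above the mean inhibition of all tested compounds plus 3 SD, set per campaign, cut at about 52% in these data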;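 note: 0% = DMSO treated cells and 100% = cells given Gossypol at 36 µM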
TLR9-MyD88 inh: TLR9-MyD88 interaction inhibition. inhibition, % at 4.98 µM. actives 0.21% (n = 340,000). Q9NR96+Q99836. CHO BLA complementation TLR9-MyD88, CCF4 FRET ratio. AID 504734;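 active = inhibition above the mean over all tested compounds plus 3 SD, cut at about 21% in these data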;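 note: 0% = DMSO only wells and 100% = clavulanate BLA inhibitor control wells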
LMP1 NFkB inh: Epstein-Barr LMP1 NF-kappaB reporter inhibition; LMP1-induced NF-kappaB luciferase reporter cells, luminescence; AID 504558; actives 0.69% (n = 350,000); inhibition, % at 12.5 µM; in the data active = inhibition above about 41%;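 note: 0% = neutral control wells and 100% = reference inhibitor control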
NCOA3 inh: inhibitors of human steroid receptor coactivator 3 (SRC3); HEK293 GAL4-SRC3 luciferase reporter, luminescence; actives 0.17% (n = 360,000); AID 588352; Q9Y6Q9; inhibition, % at 3.6 µM;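 active = inhibition above a per-campaign cutoff, the mean of all compounds plus 3 SD, cut at about 60% in these data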;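 note: 0% = DMSO-treated cells and 100% = gossypol-treated cells at 36 µM; higher means less SRC3-driven luciferase light from the GAL4 reporter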
Target sequence (Q9Y6Q9 whole entry, looked up, the tested form may be a part): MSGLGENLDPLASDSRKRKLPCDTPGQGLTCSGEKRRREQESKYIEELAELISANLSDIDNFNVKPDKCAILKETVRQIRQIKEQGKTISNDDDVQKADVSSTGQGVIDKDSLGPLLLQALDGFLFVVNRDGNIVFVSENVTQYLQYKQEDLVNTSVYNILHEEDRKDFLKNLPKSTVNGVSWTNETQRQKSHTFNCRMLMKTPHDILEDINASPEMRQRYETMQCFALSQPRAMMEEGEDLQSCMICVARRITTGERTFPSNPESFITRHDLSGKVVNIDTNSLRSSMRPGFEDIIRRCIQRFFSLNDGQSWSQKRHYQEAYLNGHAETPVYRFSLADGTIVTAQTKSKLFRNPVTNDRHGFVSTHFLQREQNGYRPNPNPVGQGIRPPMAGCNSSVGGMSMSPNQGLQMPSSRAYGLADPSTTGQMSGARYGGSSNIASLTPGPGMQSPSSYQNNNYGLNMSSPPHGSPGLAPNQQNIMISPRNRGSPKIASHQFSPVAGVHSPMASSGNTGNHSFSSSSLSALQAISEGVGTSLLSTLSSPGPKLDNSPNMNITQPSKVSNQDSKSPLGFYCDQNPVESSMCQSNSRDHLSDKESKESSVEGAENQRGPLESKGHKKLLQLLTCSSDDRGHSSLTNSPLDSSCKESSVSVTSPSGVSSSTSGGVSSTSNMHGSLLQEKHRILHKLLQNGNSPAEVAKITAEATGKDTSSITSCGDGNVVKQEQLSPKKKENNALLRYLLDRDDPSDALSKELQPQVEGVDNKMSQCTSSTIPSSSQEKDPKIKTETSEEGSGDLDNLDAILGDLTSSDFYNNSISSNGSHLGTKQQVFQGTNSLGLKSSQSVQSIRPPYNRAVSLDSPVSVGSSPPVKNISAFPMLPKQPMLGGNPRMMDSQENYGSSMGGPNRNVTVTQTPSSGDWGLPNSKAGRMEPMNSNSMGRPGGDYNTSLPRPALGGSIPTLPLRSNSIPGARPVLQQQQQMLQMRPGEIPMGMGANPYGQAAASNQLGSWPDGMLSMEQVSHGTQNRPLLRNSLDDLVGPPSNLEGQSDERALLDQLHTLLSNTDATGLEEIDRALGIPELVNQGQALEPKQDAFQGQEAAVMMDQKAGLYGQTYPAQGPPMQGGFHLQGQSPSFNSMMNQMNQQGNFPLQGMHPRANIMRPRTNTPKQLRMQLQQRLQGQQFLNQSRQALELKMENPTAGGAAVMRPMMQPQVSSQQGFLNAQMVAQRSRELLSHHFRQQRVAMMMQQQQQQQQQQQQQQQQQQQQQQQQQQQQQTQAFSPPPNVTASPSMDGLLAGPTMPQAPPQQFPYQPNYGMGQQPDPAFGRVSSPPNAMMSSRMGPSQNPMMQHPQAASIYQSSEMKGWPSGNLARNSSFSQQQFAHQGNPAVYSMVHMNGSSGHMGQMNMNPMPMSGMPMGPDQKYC
NCOA1 inh: human NCOA1 inhibition. Q15788. HEK293 GAL4-SRC1 luciferase reporter, luminescence. inhibition, % at 3.6 µM. actives 0.12% (n = 360,000). AID 588354;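 active = inhibition above the campaign mean plus 3 SD, with each screening campaign given its own cutoff, cut at about 60% in these data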;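 note: 0% = DMSO treated cells and 100% = gossypol at 36 µM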
COUP-TFII inh: NR2F2 (human) inhibition, primary screen; HEK293T NGFI-A luciferase reporter, luminescence; inhibition, % at 8.6 µM; AID 686940; actives 0.7% (n = 370,000);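 active = inhibition above a per-plate cutoff, mean inhibition of test wells between control levels plus 3 SD, cut at about 38% in these data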;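 note: cells cotransfected with COUP-TFII expression vector driving the NGFI-A reporter; 0% = median of COUP-TF2 test wells and 100% = reporter-only cells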
Vif imaging: inhibitors of HIV Vif. actives 0.35% (n = 340,000). inhibition, % at 7.49 µM. HEK293T cells, Vif self-association by quenched fluorescence, imaging, 24 h; in the data active = inhibition above about 50%, passing the limit was not always enough; note: some results filed as inactive read as strong as hits
NR5A2 inv ag: suppresses constitutive activity of human LRH-1; O00482; HEK293T StAR-luciferase reporter, LRH-1 transfected, 24 h; inhibition, % at 3.6 µM; actives 0.13% (n = 360,000);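 active = inhibition above the mean inhibition of all tested compounds plus 3 SD, cut at about 73% in these data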;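 note: 0% = DMSO wells and 100% = reporter-only cells lacking LRH-1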
NOD2 RIPK2 PPI: inhibitors of human NOD2-RIPK2 interaction; O43353; CHO BLA complementation NOD2-RIPK2, CCF4 ratio; inhibition, % at 4.98 µM; actives 0.38% (n = 360,000); in the data active = inhibition above about 21%;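 note: 0% = vehicle only and 100% = reference blocker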
The depositor's hits bear a star; . = no result given.

SMILES	C8 TRAIL sens	TROY signal inh	NCOA2 inhibitor	TLR9-MyD88 inh	LMP1 NFkB inh	NCOA3 inh	NCOA1 inh	COUP-TFII inh	Vif imaging	NR5A2 inv ag	NOD2 RIPK2 PPI
Cc1nc(NC(=O)c2c(-c3ccccc3Cl)noc2C)sc1C	-6	7	-26	-17	13	10	-8	16	-11	15	-5
CC(=O)Nc1ccc(S(=O)(=O)N2CCN(c3ccc(C)c(Cl)c3)CC2)cc1	4	15	-20	5	-17	5	18	-23	.	-1	3
COc1ccc(C(=O)NCC(=O)OCC(=O)NCCC2=CCCCC2)cc1	-8	-9	0	-5	-10	17	13	-7	1	-7	-8
CC(=O)N1c2c(cc(Br)cc2S(=O)(=O)N2CCCCC2)CC1C (stereo unspecified)	-4	7	19	7	-7	-4	-19	7	-4	-2	-12
CCOC(=O)c1ccccc1NC(=O)COc1cc(=O)n(CC)c2ccccc12	0	0	-22	1	-23	-1	-40	-5	15	13	-7
COCCn1c(SCC(=O)N2CCCCCC2)nc2c([nH]c3ccccc32)c1=O	6	2	-37	0	-3	12	5	-3	-13	3	-3
COc1ccc(N2CC(C(=O)Nc3c4c(nn3-c3ccccc3)CS(=O)(=O)C4)CC2=O)cc1 (stereo unspecified)	-7	-12	11	-7	3	21	5	-14	-4	5	2
CC(=O)NC(CC(=O)NCCOc1ccccc1F)c1ccccc1 (stereo unspecified)	29	1	-21	0	0	3	3	-5	20	-2	-14
CCOC(=O)c1[nH]c2ccc(Cl)cc2c1NC(=O)c1nonc1C	-14	-2	-38	-6	3	12	2	7	-3	2	4
COc1ccc(-c2csc(Nc3ccc(C)cn3)n2)cc1	-1	-72	-10	1	-21	-74	-66	-27	-5	-119	-11
CCOc1cc(/C=N/NC(=O)c2cc(-c3cccc(OC)c3)nc3ccccc23)ccc1O	25	58*	5	.	.	-1	10	-16	-17	-3	-7
CSc1c2c(nc3ncnn13)CCC2	14	24	-8	-3	0	-13	3	-17	0	-7	-2

Whole records as entered above.
`COc1ccc(C(=O)NCC(=O)OCC(=O)NCCC2=CCCCC2)cc1` in the list: C8 TRAIL sens = -8; TROY signal inh = -9; NCOA2 inhibitor = 0; TLR9-MyD88 inh = -5; LMP1 NFkB inh = -10; NCOA3 inh = 17; NCOA1 inh = 13; COUP-TFII inh = -7; Vif imaging = 1; NR5A2 inv ag = -7; NOD2 RIPK2 PPI = -8
`CC(=O)Nc1ccc(S(=O)(=O)N2CCN(c3ccc(C)c(Cl)c3)CC2)cc1` in the list: C8 TRAIL sens = 4; TROY signal inh = 15; NCOA2 inhibitor = -20; TLR9-MyD88 inh = 5; LMP1 NFkB inh = -17; NCOA3 inh = 5; NCOA1 inh = 18; COUP-TFII inh = -23; Vif imaging = .; NR5A2 inv ag = -1; NOD2 RIPK2 PPI = 3

(more compounds)
SMILES	C8 TRAIL sens	TROY signal inh	NCOA2 inhibitor	TLR9-MyD88 inh	LMP1 NFkB inh	NCOA3 inh	NCOA1 inh	COUP-TFII inh	Vif imaging	NR5A2 inv ag	NOD2 RIPK2 PPI
Cc1c(Cl)cnc(NC(=O)COC(=O)CNC(=O)c2ccccc2)c1Cl	-9	-1	-1	-13	4	9	-3	13	-2	9	6
CC/C(=N\NC(=S)Nc1cccc(C)c1)c1ccccc1	0	-32	-18	4	-12	-6	-51	-6	10	-2	1
Cc1cc(C(=O)CSc2nnnn2C)c(C)n1CCc1ccc(F)cc1	0	21	-16	0	-14	-9	5	0	-1	45	0
CC1=NN(C)C(=O)C1Cc1c(F)cccc1Cl (stereo unspecified)	10	-3	-29	-1	5	14	-4	-6	-1	0	3
N#CC1=C(N)N2C(=C(C#N)C13CCCCC3)SC1CCCCC12O (stereo unspecified)	6	9	1	0	-11	15	14	9	-4	16	-10
Cc1cc(-c2nnc(SCC(=O)Nc3cccc(Cl)c3)n2N)n[nH]1	2	-2	11	-13	3	-19	-17	-26	-4	-3	2
CCc1nnc(NC(=O)CSc2n[nH]c(-c3ccccc3O)n2)s1	-3	-18	-2	-1	-5	-1	-6	-14	.	-7	-2
O=S(=O)(c1ccccc1)N1CCC2(CC1)OCCO2	-1	-14	5	1	-11	12	15	9	-3	-9	-1
CN(c1nc2ccccc2[nH]c1=O)C1CCCCC1	0	-28	-26	-5	-14	-2	2	-4	-21	39	2
O=C(Cc1nc2ccccc2[nH]1)c1cccc([N+](=O)[O-])c1	34	8	-31	7	7	-39	-39	6	-12	-35	-16
CC(C)(C)C(=O)/C=C1\NC(=O)CS1	-4	-4	-16	-2	0	20	-10	-4	0	7	-1
COc1ccc(OCC(=O)OC2CCCN(C)C2)cc1 (stereo unspecified)	12	-16	-11	-5	-1	-1	10	12	-1	-1	-2
Fc1ccccc1COc1cccc2cccnc12	3	-73	-31	5	-40	-119	-92	-6	6	-105	-2
O=c1cc(-c2ccccc2Cl)oc2cc(O)cc(O)c12	-7	-9	7	8	21	-25	-22	-1	-4	-46	-10
O=c1cc(-c2ccccc2)c2ccc(O)cc2o1	12	-7	-29	8	5	12	9	-13	-1	-10	3
Cc1cc(OCc2ccc(C(=O)Nc3ccc(C(=O)O)cc3)o2)ccc1Cl	8	-34	26	-10	-26	-23	-12	11	1	-5	-6
Cc1ccccc1C(=O)NC(CC(C)C)C(=O)Nc1ccc(S(N)(=O)=O)cc1 (stereo unspecified)	-2	0	12	-4	7	5	-54	-4	2	-3	-1
NC(=O)Cn1nc([N+](=O)[O-])nc1Oc1ccccc1F	5	-1	-4	8	4	12	-8	24	-3	-36	0
CCN1CCN(c2nc(Nc3ccc(C)c(C)c3)nc(N)c2[N+](=O)[O-])CC1	-11	2	-9	2	0	10	-42	-3	.	-7	-1
Cc1cc[n+](Cc2ccccc2)c(N)c1	-1	-19	-12	2	0	0	3	7	.	-2	-5
CCC(CO)NCc1sccc1C (stereo unspecified)	-3	21	-18	-11	-9	15	-21	-6	8	-3	-9
O=C(Nc1oc2ccc(Cl)cc2c(=O)c1-c1ccc(F)cc1)c1ccco1	4	6	12	7	1	-2	-1	-3	-2	-11	15
C=CCN1C=C/C(=C\C=C(C#N)C#N)c2ccccc21	0	-4	15	-6	2	15	11	1	-10	1	-7
Cc1cccc(N2CCN(S(=O)(=O)c3cn(C)cn3)CC2)c1C	-23	-21	3	0	-1	22	15	7	-4	-10	-2
CC1=C(C(=O)N(C(C)C)C(C)C)CC(CC(=O)NCc2ccco2)C(=O)N1Cc1ccc(F)cc1 (stereo unspecified)	1	6	8	.	.	6	9	13	.	10	10
CCNC(=O)N1CCNC(=O)C1CC(=O)Nc1ccc(C(=O)OCC)cc1 (stereo unspecified)	-3	34	-24	-10	-10	-8	-38	-14	18	-40	-10
CCN(CC)S(=O)(=O)c1cc(NC(=O)Cc2n[nH]c(=O)c3ccccc23)ccc1C	-3	32	5	5	3	17	5	21	-2	11	-13
C=CCN1C(=NC(=O)COc2ccc(Cl)cc2)SC2CS(=O)(=O)CC21 (stereo unspecified)	1	-7	-10	-5	-2	17	1	-16	5	-15	1
COc1ccc(-c2ccc3nnc(SCC(=O)NCC4CCCO4)n3n2)cc1 (stereo unspecified)	4	-14	12	-5	-3	-14	2	5	6	-9	-3
CCCCNc1c(-c2cccc(-c3ccc(OC)cc3)c2)nc2cc(C)ccn12	49	29	23	3	9	15	-18	7	-12	-26	4
COc1cc(OC)cc(C(=O)NCc2cccnc2)c1	2	4	-12	-2	-6	-9	-6	9	5	-2	8
COC(=O)c1cc(Cl)c(NC(=O)/C=C/c2ccc(OC)cc2)cc1OC	-8	3	20	-1	-7	14	7	5	-2	-2	8
O=C(c1ccccc1)N1CCN=C1SCc1ccc([N+](=O)[O-])cc1	10	28	-34	-7	-7	21	-6	6	-2	26	8
CCCCn1c(C)nc2c(=O)n(C)c(=O)[nH]c21	2	-11	6	-3	-2	15	0	1	-1	2	-3
Cc1onc(C(=O)NCc2ccccn2)c1[N+](=O)[O-]	4	-7	-3	0	-2	7	-60	0	-5	2	-1
O=C(CSc1nc(-c2ccccc2)ns1)N1CCOCC1	16	-28	-14	5	-18	-63	-73	-33	7	-50	-2
CC(=O)c1ccc(NC(=O)CCNC(=O)c2ccc(Cl)cc2)cc1	15	-21	-14	-2	-5	-16	-25	-5	13	-22	-11
CCCc1nnc(NC(=O)c2oc3ccccc3c2COCC)s1	3	2	-1	2	1	-35	-11	-6	-10	-26	-6
CN1CCN(C(=O)C2C3C=CC(C3)C2C(=O)O)CC1 (stereo unspecified)	-5	7	11	2	0	-2	8	12	-5	-21	-10
Cc1ccc(NCc2nnc(SCC(=O)NCCc3ccccc3)n2C)cc1	-2	0	.	-8	-6	-11	-16	.	-10	2	-2
CN(Cc1cccc(C(F)(F)F)c1)C(=O)C1CCC(=O)N(CC2CCCCC2)C1 (stereo unspecified)	9	-17	-16	0	-2	6	-7	10	4	8	3
COc1cc(/C=N/NC(=O)c2cc(-c3cccn3C)n[nH]2)cc(OC)c1OC	21	10	-39	-4	-5	-14	-17	-32	12	21	-5
CCOC(=O)c1sc(NC(=O)CCCn2nc([N+](=O)[O-])c(Cl)c2C)c(C(=O)OCC)c1C	12	-15	-27	-1	-6	7	-6	-4	-13	15	-21
CCc1nc2c(OCCn3cccc3)cccn2c1N(C)C(=O)c1ccccc1F	-14	0	-44	.	.	-20	1	15	.	-8	-3
CCn1nc(C)c(NS(=O)(=O)c2ccc(C)cc2)c1C	11	12	-19	-2	-7	20	-1	18	-11	1	-3
COc1ccc(S(=O)(=O)n2nc(C)cc2C)cc1OC	4	10	-24	-5	13	9	-15	-3	-2	-14	-14
COc1ccc(C(=O)CSc2cc(C)nc3nc(C)nn23)cc1OC	-4	8	1	11	11	-4	-12	17	2	-12	-7
CCOC(=O)c1c(C)nc2sc(C(=O)Nc3ccc(C(C)=O)cc3)c(N)c2c1-c1ccc(OC)cc1	-8	22	12	22*	-6	0	1	-10	6	-2	25*
O=S1(=O)CCN(Cc2cccc(C(F)(F)F)c2)CC1	-2	13	2	-2	-7	13	2	6	2	-2	-2
CCN(CC(=O)NCc1ccccc1Cl)CC(=O)Nc1c(F)cccc1F	2	4	16	-3	1	10	-1	-8	-3	9	4
COc1ccc(Cn2cc(CN3CCS(=O)(=O)N(Cc4ccc(-c5cccc(Cl)c5)cc4)C(C)C3=O)nn2)cc1 (stereo unspecified)	4	17	23	-12	6	-2	10	19	0	0	-9
Nc1nc(CSCc2ccccc2)nc(N2CCOCC2)n1	2	.	-38	-4	-7	-79	-44	-27	6	-52	-10
NS(=O)(=O)c1ccc(NC(=O)COC(=O)C2CC(=O)N(Cc3ccccc3)C2)cc1 (stereo unspecified)	1	-1	-3	-6	3	-2	12	-42	8	6	-8
CCc1ccc(NS(=O)(=O)c2cc3[nH]c(=O)c(=O)[nH]c3cc2C)cc1	2	5	-16	-5	-9	-1	-9	8	-9	9	1
O=C(Cn1c(=O)c2sccc2n(Cc2cccc([N+](=O)[O-])c2)c1=O)NCCc1ccccc1	5	9	12	0	-3	14	7	-4	-4	3	3
COc1cc(NC(=O)CCN2CCN(CCO)CC2)cc(OC)c1	-15	4	-4	-10	7	7	-16	12	3	-6	-11
O=[N+]([O-])c1cc(C(F)(F)F)cc([N+](=O)[O-])c1NCCCNc1ccc([N+](=O)[O-])c2cccnc12	3	7	1	-12	-3	20	7	3	-3	4	9

This is a subset; rates above refer to the full screens.
